Source: PubChem BioAssay (several laboratories)
NALP1 yeast inh = inhibitors of NALP1 inflammasome in yeast. S. cerevisiae NALP1/ASC/caspase-1 growth, X-gal OD620, 72 h. inhibition, % at 10 µM. 280,000 compounds, 0.61% hits. AID 2071; in the data active = inhibition mostly above about 24%, no sharp cut-off; inactive = mostly below about 32%; note: some compounds called inactive have numbers as strong as hits
M18AAP inhibitor = PfM18AAP enzyme inhibition; recombinant PfM18AAP, H-Glu-NHMec fluorogenic cleavage; inhibition, % at 7.35 µM; 290,000 compounds, 1.2% hits; AID 1822;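 active = inhibition above the campaign mean inhibition over all tested compounds plus 3 SD, cut at about 28% in these data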;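 note: 0% = plate median of test compound wells and 100% = 2 mM ZnCl2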
IDE act = boosts human insulin-degrading enzyme activity in HEK cells; P14735; FAbeta-B cleavage, fluorescence polarization; 0% vehicle, 100% cell-free pure enzyme wells; activation, % at 5.96 µM; 340,000 compounds, 0.073% hits; AID 493087;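 active = activation above the mean of all tested compounds plus 3 SD, set per screening campaign, cut at about 17% in these data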
Target sequence (P14735 whole entry, looked up): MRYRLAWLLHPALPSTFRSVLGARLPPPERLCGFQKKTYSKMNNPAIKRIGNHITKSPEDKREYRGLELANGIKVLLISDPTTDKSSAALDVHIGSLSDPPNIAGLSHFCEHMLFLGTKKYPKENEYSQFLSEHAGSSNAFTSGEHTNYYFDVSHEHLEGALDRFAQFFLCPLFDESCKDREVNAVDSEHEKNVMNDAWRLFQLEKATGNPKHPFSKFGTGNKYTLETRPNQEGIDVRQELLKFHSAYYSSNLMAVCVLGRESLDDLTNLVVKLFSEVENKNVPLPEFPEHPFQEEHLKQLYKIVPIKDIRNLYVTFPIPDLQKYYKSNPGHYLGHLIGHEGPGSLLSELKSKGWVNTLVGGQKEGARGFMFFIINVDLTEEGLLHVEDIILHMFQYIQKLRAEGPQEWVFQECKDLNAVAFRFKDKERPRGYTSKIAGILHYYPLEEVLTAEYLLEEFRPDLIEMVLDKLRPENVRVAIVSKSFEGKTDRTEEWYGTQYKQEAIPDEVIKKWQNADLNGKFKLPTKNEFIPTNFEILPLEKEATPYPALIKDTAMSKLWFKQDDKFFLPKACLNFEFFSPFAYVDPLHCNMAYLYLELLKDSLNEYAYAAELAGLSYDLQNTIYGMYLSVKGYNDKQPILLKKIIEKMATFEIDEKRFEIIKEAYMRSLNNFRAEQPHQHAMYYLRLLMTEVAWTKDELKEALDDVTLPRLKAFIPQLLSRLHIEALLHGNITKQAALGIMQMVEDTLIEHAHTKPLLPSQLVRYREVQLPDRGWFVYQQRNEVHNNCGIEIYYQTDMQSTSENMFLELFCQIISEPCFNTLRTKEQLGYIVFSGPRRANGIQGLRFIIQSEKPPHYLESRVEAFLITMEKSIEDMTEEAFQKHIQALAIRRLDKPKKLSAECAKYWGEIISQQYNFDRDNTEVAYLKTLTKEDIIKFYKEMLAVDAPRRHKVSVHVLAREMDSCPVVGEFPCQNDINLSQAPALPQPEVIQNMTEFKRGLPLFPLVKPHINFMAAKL
MEKK2mut PB1 HTS = signal of MEK5 binding to mutant human MEKK2 PB1 domain; percent response, % at 10 µM; bead flow cytometry, Alexa488-MEK5 binding to MEKK2 mutant; AID 1530; 290,000 compounds, 0.35% hits; in the data active = percent response above about 24%, passing the limit was not always enough; note: inactives centre near 1; some results filed as inactive read as strong as hits; reference of the scale not given here
IDE cell inh = inhibitors of human insulin-degrading enzyme in cells; P14735; 320,000 compounds, 0.41% hits; AID 434962; inhibition, % at 5.59 µM; HEK cells, FAbetaB cleavage, fluorescence polarization;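 active = percent inhibition above the average of all tested compounds plus 3 SD, set per screening campaign, cut at about 16% in these data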;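 note: IDE supplied by intact live HEK cells; FP after avidin binding of uncleaved biotin substrate so inhibition keeps polarization high; 0% = DMSO wells and 100% = 60 µM reference IDE inhibitor Ii1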
pCIP destab = lowers stability of the mouse p/CIP coactivator protein; Q05BA5; F442A p/CIP-EGFP cells, EGFP fluorescence, 16 h; decrease of EGFP signal, % at 10 µM; 290,000 compounds, 0.01% hits; AID 1984;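 active = EGFP signal decrease of at least 30% at 10 µM or well 3 SD below plate mean, unless failing retest; inactive = the rest, including hits failing retest or dose response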; note: some compounds called inactive have numbers as strong as hits; many of its hits are not listed in these tables
MEKK3 PB1 HTS = MEKK3-MEK5 PB1 interaction, increase or decrease. Q99759. 290,000 compounds, 1.4% hits. AID 1529. bead-based flow cytometry, Alexa488-MEK5 binding to MEKK3; actives lie on both sides; 0 = blocked by unlabeled MEK5, 100 = vehicle. binding response (% of control), % at 10 µM;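 active = binding response more than 3 SD above or below the average of its plate-row segment, actives on both sides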;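 note: Alexa488 bead fluorescence after subtracting the streptavidin-only scavenger bead signal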
UBC9 SUMO inh = blocks human SUMOylation mediated by UBC9 | P63279 | HTRF SUMOylation assay, SAE1/SAE2 + UBC9, in vitro | inhibition, % at 35 µM | 290,000 compounds, 0.36% hits | AID 2006; in the data active = inhibition above about 50%, passing the limit was not always enough; note: strong numbers were not always called active
MEKK2 WT-MEK5 = raises or lowers MEK5 binding to wildtype human MEKK2 PB1 domain; Q9Y2U5; bead flow cytometry, Alexa488-MEK5 binding to MEKK2 WT; actives lie on both sides; binding response (% of control), % at 10 µM; 290,000 compounds, 1.1% hits; AID 1531; in the data active = binding response below about 67% or above about 130%
An asterisk follows results filed as active; . = no result given; [ ] = remark or other dose.

compound	NALP1 yeast inh	M18AAP inhibitor	IDE act	MEKK2mut PB1 HTS	IDE cell inh	pCIP destab	MEKK3 PB1 HTS	UBC9 SUMO inh	MEKK2 WT-MEK5
COc1cccc(/C=N/n2c(COc3ccccc3)n[nH]c2=S)c1OC	-8	32*	-2	3	1	-1	106	-3	105
O=C1CCN(CCc2ccccc2)CCN1[C@H](CSc1ccccc1)c1ccccc1	27	5	7	0	6	-3	101	-7	112
CCN1/C(=C/c2ccc3ccccc3[n+]2CC)C=Cc2ccccc21	26	11	-11	19	3	-60	101	-21	109
CC1CCCCN1S(=O)(=O)c1ccc2[nH]c(=O)cc(C(=O)NCCCN3CCCCCC3)c2c1 (stereo unspecified)	13	9	5	20	-7	2	103	1	143*
O=C(O)CCCNC(=O)/C(=C\c1ccc(Cl)cc1)NC(=O)c1ccc(Br)cc1	-11	4	-6	0	1	-11	103	23	102
CCN1CCN(C(=O)c2c(-c3ccccc3)noc2C)CC1	11	-16	4	2	2	-14	100	9	99
O=C(Cn1c(C(F)(F)F)nc2ccccc21)N1CCCC1	7	4	6	9	-3	-2	105	14	110
CCn1cc(CN2CCC(n3nccc3NC(=O)Cc3ccccc3)CC2)cn1	6	-1	3	4	-5	-6	101	6	105
O=c1c(-c2ccc3c(c2)OCCO3)coc2cc(O)cc(O)c12	-1	6	3	-1	0	-10	102	1	103
CC(=O)c1ccc(NC2c3ncccc3C(=O)N2Cc2ccc(F)cc2)cc1 (stereo unspecified)	22	-1	-7	4	7	-6	102	0	105
Cc1cccc(NC(=O)c2cc3c(=O)n4ccccc4nc3n(CC(C)C)c2=N)c1	7	-3	-25	-1	11	4	107	10	105
CN(C)c1ccc(CN(C(=O)COc2ccc(F)cc2)C2CCS(=O)(=O)C2)cc1 (stereo unspecified)	-8	10	5	7	4	-2	111	-12	105
O=C1/C(=C/c2ccncc2)N=C2CCCCCN12	.	-3	0	-4	1	-4	63	-9	71
COC(=O)c1scc(C)c1NC(=O)Cc1ccccc1	-6	-6	3	9	4	-9	107	15	109
Cc1cccc(NC(=O)C23CCC(C)(/C(=N/O)C2)C3(C)C)c1 (stereo unspecified)	3	1	-1	-7	4	-1	98	15	93
CN(C)CCCn1c(NCc2ccc3c(c2)OCO3)nc2ccccc21	2	0	-6	7	-2	4	101	17	111
Cc1ccccc1N1CCN(CC(=O)Nc2nccs2)CC1	-6	9	4	5	-1	-7	106	6	106
C/C(=N\N(C)C)C1=C(O)c2ccccc2C1=O	54	0	1	-4	-1	1	89	-6	94
ON1C(c2ccccc2)CC2(O)c3nonc3CCC12 (stereo unspecified)	11	2	8	2	-3	-8	100	4	103
COc1cc(OC)c2c(c1)S(=O)(=O)C(c1ccccc1)=C2N	-8	-9	2	-10	-2	2	88	8	89
O=C(CN1CCN(S(=O)(=O)c2ccc(Cl)cc2)CC1)Nc1ccc(F)cc1F	10	-4	-6	6	2	-10	103	15	108
CCN(CC)C(=O)c1ccc(C(=O)c2c(C)cc(C)cc2C)cc1	10	0	-5	-4	7	-18	90	-5	93
CC1CCCCC1NC(=O)CN1C(=O)c2cccc(N)c2C1=O (stereo unspecified)	3	-3	4	-8	.	-1	89	38	83
Cc1cc(=O)[nH]c(/N=C(\N)Nc2ccc(Oc3ccccc3)cc2)n1	.	2	1	-10	3	-7	93	4	93
COc1ccc(OCC(=O)Nc2ccc3c(c2)nc(CCN2CCC(C)CC2)n3C)cc1	-7	-4	4	15	-4	-5	104	14	122

Other records follow:
smiles	NALP1 yeast inh	M18AAP inhibitor	IDE act	MEKK2mut PB1 HTS	IDE cell inh	pCIP destab	MEKK3 PB1 HTS	UBC9 SUMO inh	MEKK2 WT-MEK5
C=CCn1c(COc2ccccc2)nnc1SCC(=O)O	-7	1	1	5	6	-7	103	12	100
CS(=O)(=O)N(CCC#N)Cc1ccc(/C=C2\C(=O)Nc3ccccc32)o1	-18	12	5	-1	-6	2	115	-10	102
CC(C)c1onc(C(=O)N2CCCCC2C)c1[N+](=O)[O-] (stereo unspecified)	16	5	-2	-2	8	-16	100	27	92
CCc1nc2ccc(C(=O)NCCCN3CCN(c4ccc(F)cc4)CC3)cc2nc1CC	25	-2	3	11	-11	-5	103	-7	123
O=C1CCC(=O)N1N1C(=O)C2C3c4ccccc4C(c4ccccc43)C2C1=O (stereo unspecified)	22	3	5	3	-3	-14	103	5	104
CC(C)c1nnc(NC(=O)CCC(=O)N2CCN(c3ccc(Cl)cc3)CC2)s1	22	-8	-6	-3	4	-13	102	11	104
Cc1[nH]c2ccccc2c1C(=O)CN1C(=O)C(=O)N(Cc2ccco2)C1=O	13	2	1	-5	-6	11	89	6	94
Cc1nn(-c2ccccc2)c(Cl)c1CN(C(=O)CCl)c1cccc2ccccc12	24	-2	-1	1	3	-4	110	-10	107
O=C(Nc1nc2ccccc2n1CCN1CCOCC1)c1cn(-c2ccccc2)nc1-c1ccccc1	15	-5	3	.	4	-13	.	8	.
COc1cc(OC)c(OC)cc1CN(C)C(c1ccccc1)c1nnnn1-c1ccccc1C (stereo unspecified)	7	2	-2	1	-3	-9	106	-11	103
COc1ccc(N2CCN(C(=O)CSc3nc4[nH]ncc4c(=O)n3-c3cccc4ccccc34)CC2)cc1	6	6	-16	3	7	2	108	-36	99
CCCN(CC(=O)Nc1ccccc1OC)C(C)C(=O)NC(C)CCc1ccccc1 (stereo unspecified)	18	-1	4	-11	2	-7	102	-3	100
CCOC(=O)C1CCN(C(=O)COc2ccc(S(=O)(=O)N3CCOCC3)cc2C)CC1	22	-7	6	0	-1	-4	102	6	102
Cc1ccc(S(=O)(=O)N2CCN(S(=O)(=O)c3ccc(C)cc3)C2)cc1	15	-7	2	4	0	-7	121	16	108
CCc1ccc(-c2nc(CS(=O)CC(=O)NCc3cccnc3)c(C)o2)cc1 (stereo unspecified)	4	-9	6	17	5	2	105	28	111
CCN1C(=O)C(O)(CC(=O)c2ccc(-n3cccc3)cc2)c2ccccc21 (stereo unspecified)	14	4	-2	-2	10	4	99	8	92
COc1cc(CNCCNC(=O)c2nonc2N)ccc1OCc1ccc(Cl)nc1	-5	1	3	-6	1	8	101	1	100
O=C(Nc1ccnn1C1CCN(Cc2cccc(OCCO)c2)CC1)C1CC1	6	6	6	5	-2	-17	98	8	103
O=C(N/N=C/c1cccnc1)c1ccccc1	12	13	6	7	-1	-2	104	15	102
O=C(CN1C(=O)CSc2ncccc21)Nc1ccccc1F	9	-1	7	4	0	-2	102	17	98
O=C(O)CSCC(=O)N1CCN(S(=O)(=O)c2ccccc2)CC1	-9	5	2	-10	5	9	85	4	91
CC(=O)c1cc(-c2ccccc2)n(CCC(=O)NC2CCCC2)c1C	9	3	3	0	0	8	122	0	114
Cc1ccc(C(OC(=O)c2ccco2)C(=O)NC2CCCCC2)cc1 (stereo unspecified)	-10	2	2	-1	0	-4	101	-5	100
COc1ccc(C2(O)C(=O)Nc3ccccc32)cc1 (stereo unspecified)	13	5	1	5	-9	3	102	4	106
CCOC(=O)c1nn(-c2ccccc2F)c(-c2ccccc2)c1C(=O)c1ccccc1	-12	2	-1	.	2	-11	.	-19	.

Arranged by heavy-atom count (largest number first): part of the list above.
smiles	NALP1 yeast inh	M18AAP inhibitor	IDE act	MEKK2mut PB1 HTS	IDE cell inh	pCIP destab	MEKK3 PB1 HTS	UBC9 SUMO inh	MEKK2 WT-MEK5
COc1cc(CNCCNC(=O)c2nonc2N)ccc1OCc1ccc(Cl)nc1	-5	1	3	-6	1	8	101	1	100
CC(=O)c1cc(-c2ccccc2)n(CCC(=O)NC2CCCC2)c1C	9	3	3	0	0	8	122	0	114
COc1ccc(C2(O)C(=O)Nc3ccccc32)cc1 (stereo unspecified)	13	5	1	5	-9	3	102	4	106

Some of the entries so far, with the structure last:
| NALP1 yeast inh | M18AAP inhibitor | IDE act | MEKK2mut PB1 HTS | IDE cell inh | pCIP destab | MEKK3 PB1 HTS | UBC9 SUMO inh | MEKK2 WT-MEK5 | Molecule |
| --- | --- | --- | --- | --- | --- | --- | --- | --- | --- |
| 14 | 4 | -2 | -2 | 10 | 4 | 99 | 8 | 92 | CCN1C(=O)C(O)(CC(=O)c2ccc(-n3cccc3)cc2)c2ccccc21 (stereo unspecified) |
| -5 | 1 | 3 | -6 | 1 | 8 | 101 | 1 | 100 | COc1cc(CNCCNC(=O)c2nonc2N)ccc1OCc1ccc(Cl)nc1 |

Next structures
smiles	NALP1 yeast inh	M18AAP inhibitor	IDE act	MEKK2mut PB1 HTS	IDE cell inh	pCIP destab	MEKK3 PB1 HTS	UBC9 SUMO inh	MEKK2 WT-MEK5
N#CCN1C(=O)C(=O)N(Cc2cccc(Cl)c2)C1=O	15	4	3	0	5	-33	97	31	100
Cc1nc2c(-c3ccc(F)cc3)cnn2c2c1CCC2	32	7	1	-7	3	9	97	29	90
COc1ccc(NC(=O)c2sccc2SCc2cccc(C(F)(F)F)c2)cc1	28	3	6	1	2	-7	92	-14	99
Cc1cc(C)nc(N2CCCC(C(=O)Nc3ccc4c(c3)OCO4)C2)n1 (stereo unspecified)	-1	1	4	5	-1	2	100	7	104
O=C(NCC1CCCCC1)c1cc(S(=O)(=O)N2CCCCC2)ccc1N1CCOCC1	-12	7	6	-23	3	-14	4.0*[inhibitor]	14	4.0*[inhibitor]
CC(C)O/N=C1\C(=O)N(c2ccccc2)c2ccccc21	-15	-5	9	2	0	5	101	-24	95
CC(C)(C)OC(=O)NCCC(=O)Oc1ccc2ccc(=O)oc2c1	2	-5	-4	-26	11	-10	90	36	78
COc1ccc(C2SCC(=O)N2c2ccc(C)cc2)cc1 (stereo unspecified)	3	-3	1	2	.	-9	106	5	105
COc1ccc(Cn2nnnc2C(c2ccc(N(C)C)cc2)N2CCC(C)CC2)cc1 (stereo unspecified)	7	14	0	3	5	0	100	26	100
CC(=O)c1ccc(NC(=O)Cn2nc(C)cc2C)cc1	23	2	4	-2	7	-9	99	18	100
Cc1ccc(C(=O)C2=C(O)C(=O)N(Cc3ccco3)C2c2cccc(Br)c2)o1 (stereo unspecified)	2	19	-1	6	5	0	101	3	101
CC(C)C(C(=O)OCC(=O)c1ccc2c(c1)NC(=O)CO2)N1C(=O)c2ccccc2C1=O (stereo unspecified)	8	-16	-2	5	3	-9	110	4	111

Compound profiles (already shown).
Profile of Cc1ccc(C(=O)C2=C(O)C(=O)N(Cc3ccco3)C2c2cccc(Br)c2)o1 (stereo unspecified) = NALP1 yeast inh = 2; M18AAP inhibitor = 19; IDE act = -1; MEKK2mut PB1 HTS = 6; IDE cell inh = 5; pCIP destab = 0; MEKK3 PB1 HTS = 101; UBC9 SUMO inh = 3; MEKK2 WT-MEK5 = 101
Profile of CC(C)O/N=C1\C(=O)N(c2ccccc2)c2ccccc21 = NALP1 yeast inh = -15; M18AAP inhibitor = -5; IDE act = 9; MEKK2mut PB1 HTS = 2; IDE cell inh = 0; pCIP destab = 5; MEKK3 PB1 HTS = 101; UBC9 SUMO inh = -24; MEKK2 WT-MEK5 = 95

MEKK3 PB1 HTS: what is marked active above
smiles	NALP1 yeast inh	M18AAP inhibitor	IDE act	MEKK2mut PB1 HTS	IDE cell inh	pCIP destab	MEKK3 PB1 HTS	UBC9 SUMO inh	MEKK2 WT-MEK5
O=C(NCC1CCCCC1)c1cc(S(=O)(=O)N2CCCCC2)ccc1N1CCOCC1	-12	7	6	-23	3	-14	4.0*[inhibitor]	14	4.0*[inhibitor]

An excerpt; the hit share may differ from the screen's.
